Compound activity from PubChem BioAssay.
RXFP1 agonist = RXFP1 (human) receptor agonism; Q9HBX9; HEK293T-RXFP1 cAMP TR-FRET, 30 min; response scale: percent of porcine relaxin response, buffer zero; Potency, µM (highest dose often 57.5 µM), without a hit: at the top dose activation, actives largely listed as activators; 370,000 tested, 0.3% active; AID 2676; note: potency is the fitted concentration of half-maximal effect; % is set by controls: 0 for no effect and ±100 for the full control effect; nearly all actives have a fitted effect of over 60% in size; many of its hits are not listed in these tables
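HEK293 cells stably expressing RXFP1, treated 30 min at 37C with compounds plus PDE4 inhibitor Ro 20174; cAMP measured by HTRF TR-FRET. Normalized to buffer and 29 nM porcine relaxin; EC50 by Hill fit.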
D1 potentiator = enhances dopamine response at the human D1 receptor | P21728 | HEK293 TREx D1 cells, calcium flux, dopamine EC20 potentiation | potentiation, % at 10 µM | 360,000 tested, 0.036% active | AID 504651; in the data active = potentiation above about 30%; note: 0% is about no effect
Target sequence (P21728 whole entry, looked up): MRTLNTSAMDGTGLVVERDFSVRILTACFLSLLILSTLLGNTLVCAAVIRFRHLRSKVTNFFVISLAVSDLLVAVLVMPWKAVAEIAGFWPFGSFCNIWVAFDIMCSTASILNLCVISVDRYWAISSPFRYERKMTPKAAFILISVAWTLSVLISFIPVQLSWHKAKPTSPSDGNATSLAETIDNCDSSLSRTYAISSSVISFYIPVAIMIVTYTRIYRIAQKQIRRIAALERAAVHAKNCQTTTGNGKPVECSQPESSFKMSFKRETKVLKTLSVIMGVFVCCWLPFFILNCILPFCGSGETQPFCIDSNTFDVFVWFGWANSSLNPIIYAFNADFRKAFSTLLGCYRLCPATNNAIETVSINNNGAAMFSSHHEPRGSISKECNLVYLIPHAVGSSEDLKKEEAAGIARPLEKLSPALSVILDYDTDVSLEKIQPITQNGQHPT
LDHA block = LDHA (human) enzyme inhibition. P00338. purified LDHA, NADH/diaphorase-resazurin fluorescence; hits give low values. activity change, % (values are at about 110 or 230 µM). 480,000 tested, 0.15% active. AID 1347041; in the data active = activity change below about -30%; inconclusive = mostly about -25% to -30%;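 note: plate controls were DMSO wells for no effect and wells without enzyme for full effect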
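Enzyme activity of human lactate dehydrogenase 5 (2 nM; 0.06 mM NADH, 0.2 mM pyruvate, 5 min, RT) is measured via a resazurin/diaphorase fluorescence readout of residual NADH.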
Vif-APOBEC3F blk = inhibitors of Vif-A3F interaction. HeLa A3F-eYFP + Vif (tagged APOBEC3F with the HIV-1 protein that degrades it), YFP fluorescence increase. Potency, µM (series often up to 46.1 µM), for the others: at the top dose activity, negative = active. 390,000 tested, 0.2% active; note: potency is the fitted concentration of half-maximal effect; % of control where 0% means no effect; nearly all actives have a fitted effect of over 65% in size
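Fluorescence increase (Ex 488/Em 500-530) after overnight compound treatment at 37 deg C flags inhibition of Vif-driven A3F-eYFP loss in stable HeLa A3F-eYFP/Vif cells seeded overnight beforehand.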
D1 antagonist = human D1 dopamine receptor antagonism | P21728 | HEK293 TREx D1 cells, calcium flux, dopamine EC80; hits give low values | activity change, negative = inhibition, % at 10 µM | 360,000 tested, 3.2% active; in the data active = activity change below about -30%; note: % is set by controls: 0 for no effect and ±100 for the full control effect
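After overnight tetracycline induction at 30 C, force-coupled D1 HEK293 cells took up a no-wash calcium dye at room temperature. Compounds were added and monitored 180 s, and the response to EC80 dopamine was then recorded.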
Glioma ERSR ind = inducers of ER stress response in human glioma cells | Potency, µM, inactives show at the top dose activation, most hits filed as activators | U87-MG GRP78 promoter luciferase reporter, 16 h | 420,000 tested, 0.02% active | AID 602332; note: potency is the fitted concentration of half-maximal effect; series mostly up to about 76 µM; % of control where 0% means no effect; nearly all actives have a fitted effect of over 35% in size
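Stably transfected U87-MG glioma cells carrying a GRP78-based luciferase sensor; 16 h compound incubation. Luminescence end-point read 10 min after Bright-Glo addition at room temperature.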
Vif-A3G inh = blocks the Vif interaction with human APOBEC3G | HeLa A3G-eYFP + Vif (tagged APOBEC3G with the HIV-1 protein that degrades it), YFP fluorescence, overnight | Potency, µM (doses to about 46.1 µM), inactives show at the highest dose activity, negative = active, actives largely listed as inhibitors | Q9HC16 | 410,000 tested, 0.076% active | AID 602310;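 note: potency is the fitted concentration of half-maximal effect; % is set by controls: 0 for no effect and ±100 for the full control effect; nearly all actives have a fitted effect of over 60% in size; hits raise eYFP signal because A3G escapes Vif-driven loss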
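Read-out is eYFP fluorescence (Ex 488/Em 500-530) from Vif-expressing HeLa A3G-eYFP cells; more signal means A3G escaped Vif-mediated degradation. Cells plated overnight, compound pinned in, incubated overnight at 37 deg C.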
D1 ag = activates the human D1 dopamine receptor. P21728. HEK293 T-REx D1 cells, calcium flux, agonist mode. activation, % at 2 µM. 360,000 tested, 1% active. AID 504660; in the data active = activation above about 30%; note: 0% is about no effect
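Agonism was scored from calcium flux recorded over 180 s (1 read/s) after pintool compound addition, following a 10-cycle baseline. Cells were inducible force-coupled HEK293 TREx D1, plated overnight at 30 C and loaded with no-wash calcium dye.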
D2 potentiator = positive allosteric modulators of human D2 dopamine receptor. P14416. HEK293 T-REx D2, calcium flux, EC20 dopamine potentiation. potentiation, % at 10 µM. 340,000 tested, 0.34% active;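 active = potentiation over 3 SD above the plate norm, cut at about 30% in these data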; note: 0% is about no effect
Target sequence (P14416 whole entry, looked up): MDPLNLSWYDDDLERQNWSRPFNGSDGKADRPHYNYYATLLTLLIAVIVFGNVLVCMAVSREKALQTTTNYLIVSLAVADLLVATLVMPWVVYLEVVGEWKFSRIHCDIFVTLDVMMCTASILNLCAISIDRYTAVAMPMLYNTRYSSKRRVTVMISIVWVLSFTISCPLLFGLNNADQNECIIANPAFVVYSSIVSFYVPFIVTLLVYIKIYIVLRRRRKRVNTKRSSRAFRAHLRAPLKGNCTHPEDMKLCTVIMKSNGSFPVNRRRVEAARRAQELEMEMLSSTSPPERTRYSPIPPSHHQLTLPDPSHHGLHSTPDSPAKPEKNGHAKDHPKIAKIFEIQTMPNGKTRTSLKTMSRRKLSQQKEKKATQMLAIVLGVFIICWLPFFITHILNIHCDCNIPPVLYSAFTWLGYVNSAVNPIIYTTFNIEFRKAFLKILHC
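Tetracycline-induced Hek293 Trex D2 cells, force-coupled to calcium, loaded with no-wash calcium dye. Compound added with 180 s kinetic read for agonism, then EC20 dopamine and a further 180 s read for potentiation.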
An asterisk follows results filed as active; ? = inconclusive; · = not tested or not shown; & = joins results of further samples. Unless noted, calls come from the whole dose curve; as a rule, active = well fitted curve in the direction sought with a large enough effect; inconclusive = small, poorly fitted or top-dose-only effect, or another doubt; inactive = no such curve, though single readings can be large; an effect the other way counts as inactive or inconclusive.

SMILES	RXFP1 agonist	D1 potentiator	LDHA block	Vif-APOBEC3F blk	D1 antagonist	Glioma ERSR ind	Vif-A3G inh	D1 ag	D2 potentiator
COc1ccc(CCn2c(-n3nc(C)cc3C)nc3c2c(=O)[nH]c(=O)n3C)cc1	·	·	0	-6%	·	-7%	?	·	·
Cc1noc(C)c1S(=O)(=O)N1CCCC(C(=O)NCc2ccccn2)C1 (stereo not given)	4.2%	-6	-8	0%	4	-2%	1%	1	3
COc1ccc(OC)c(Nc2nc(-c3sc(NC(=O)c4ccccc4)nc3C)cs2)c1	0.0%	-1	·	·	-3	·	·	4	15
CCOc1ccc(-n2nnc3c(=O)n(CC(=O)Nc4cc(C)on4)cnc32)cc1	2.4%	-10	-5	8%	11	-2%	2%	2	-7
CCN(CC)S(=O)(=O)c1ccc(N2CCOCC2)c(NC(=O)C2CCCO2)c1 (stereo not given)	-23%	0	-2	-11%	9	-1%	0%	2	-1
Cc1ccc(NC(=S)NCc2ccc(F)cc2)cc1	·	·	-9	?	·	3%	0%	·	·
CCC(=O)Nc1nnc(S(=O)(=O)N(C)Cc2ccc(Cl)cc2)s1	0.7%	1	-8	10%	-24	-3%	3%	0	8
CCOC(=O)CNC(=O)c1ccccc1Br	-1.5%	-2	-4	-2%	-6	8%	-1%	0	·
O=C(C1=C(O)C(=O)N(CCc2ccccc2)C1c1ccncc1)c1cc2ccccc2o1 (stereo not given)	14µM*	-1	-3	-11%	10	1%	1%	3	17
O=C(N/C=C/c1ccc(Cl)cc1)NCc1ccc(Cl)cc1	2.9%	1	-1	-1%	24	-7%	1%	2	-3
COc1cccc(/C=C/C(=O)NNC(=O)c2ccccc2)c1OC	·	·	-5	2%	·	-5%	1%	·	·
CCc1ccccc1Nc1cc(C(=O)NC(C)c2ccccc2)c2ccccc2n1 (stereo not given)	2.1%	0	1	4%	-9	-4%	2%	0	-24
O=C(Nc1ccccc1)[C@@H]1[C@@H]2C(=O)N(c3ccc(F)cc3)C(=O)[C@@H]2[C@H]2C=CC=NN21	-1.1%	-1	-4	1%	10	1%	0%	3	-12
Cc1cccc(NC(=O)CC23CC4CC(C2)CC(n2nnc(C)n2)(C4)C3)c1	-2.6%	-1	2	-28%	-12	0%	1%	10	12
CNC(=S)NNC(=O)c1ccccc1Br	-0.9%	-4	-6	-9%	-2	-4%	0%	4	7
Cc1ccc(C)c(NC(=O)C2CCCN(c3cnccn3)C2)c1 (stereo not given)	2.1%	6	-5	-13%	1	2%	-1%	2	7
Cc1cc(F)ccc1NC(=O)C1CCC(CNS(=O)(=O)c2ccc3c(c2)CCCC(=O)N3)CC1 (stereo not given)	2.7%	-2	-9	5%	-12	-3%	2%	2	3
O=C(COC(=O)c1cc2ccccc2o1)c1ccccc1	2.2%	-3	-3	-12%	-3	-3%	0%	4	-1
O=C(NCCc1ccccn1)C1CCN(S(=O)(=O)c2ccc(Cl)cc2)CC1	0.7%	-1	-3	3%	-16	-3%	-1%	3	16
C=CCc1ccccc1OCc1nc2ccc(C)cc2[nH]1	-1.0%	-2	-1	·	-37*	·	·	21	-12
COc1ccccc1NC(=O)Nc1ccc(C)cn1	0.7%	-2	1	3%	0	1%	2%	0	7
C=CCN1C(=O)S/C(=C/c2ccsc2)C1=O	0.1%	2	-3	-4%	11	12%	-5%	1	-7
O=c1c(-c2ccccc2)cocc1-c1ccccc1	·	·	-3	0%	·	3%	0%	·	·
CCC1(C(=O)NC(=Nc2ccccc2)Nc2ccccc2)CCOC1=O (stereo not given)	·	·	-4	-2%	·	-4%	0%	·	·
CCOc1ccc(CCNC(=O)COC(=O)c2cccnc2SC)cc1OCC	-0.2%	-4	-3	6%	-2	-1%	-1%	0	1

D1 antagonist, hit marks shown above.
molecule,D1 potentiator,LDHA block,D1 antagonist,Glioma ERSR ind,Vif-A3G inh,D1 ag,D2 potentiator
C=CCc1ccccc1OCc1nc2ccc(C)cc2[nH]1,-2,-1,-37*,·,·,21,-12

The list continues.
SMILES	RXFP1 agonist	D1 potentiator	LDHA block	Vif-APOBEC3F blk	D1 antagonist	Glioma ERSR ind	Vif-A3G inh	D1 ag	D2 potentiator
Cc1nn(CC(=O)N2CCN(c3ccc(Cl)cc3)CC2)c(=O)c2cccn12	5.4%&1.3%	-10&0	1&-6	3%&0%	-10&-3	-2%&-2%	7%&3%	1&0	7&1
COc1ccc2[nH]cc(CCN=C3SCC(=O)N3C)c2c1	4.3%	-5	0	-1%	-2	-1%	1%	4	-3
Cc1ccc(C(=O)N/N=C/c2ccc(S(=O)(=O)O)o2)c(Cl)c1	-4.0%	-1	-5	-6%	-19	2%	-1%	4	-3
CCCCc1c(C)nc2ccc(C(=O)OCC)cc2c1Cl	2.5%	-1	3	-8%	-14	0%	-2%	3	2
CC(=O)Nc1ccc2c(c1)Cc1c(F)cccc1-2	·	·	0	11%	·	2%	-14%	·	·
COC(=O)/C=c1/s/c(=C(\C#N)C(=O)NCc2ccco2)n(-c2ccccc2)c1=O	0.1%	-2	-1	-9%	-33*	-6%	-7%	1	-6
Cc1nnc2c3ccccc3c(-c3cccs3)nn12	19%	-5	3	-13%	-1	7%	-4%	-1	0
COC(=O)CSc1nnc(-c2ccccn2)n1N	0.7%	-3	-7	2%	2	-1%	-1%	2	13
COc1cc2c(cc1OC)C(c1ccc(-c3ccc(Cl)cc3Cl)o1)=NCC2	-0.4%	-2	5	-1%	-3	-10%	-17%	3	-9
Cc1cccc(Cn2nnc3c(=O)[nH]c(C4CCN(C(=O)c5ccc(F)cc5)CC4)nc32)c1	0.0%	-3	6	2%	0	-1%	1%	-2	1
Cc1ccccc1-c1nc(CN(Cc2c(C)nn(C)c2C)C2CC2)c(C)o1	5.7%	-4	-4	0%	1	-5%	-3%	1	-2
CCn1c(COc2ccc(Cl)cc2)nnc1SCc1ccc(C#N)cc1	0.0%	-10	-4	-3%	-11	-7%	0%	3	-5
CN(NC(=O)NN(C)C(=O)c1ccccc1)C(=O)c1ccccc1	·	·	-6	10%	·	-4%	1%	·	·
Cc1c(NC(=O)c2cc3c(s2)-c2ccccc2OC3)cccc1[N+](=O)[O-]	-4.6%	-8	-2	20%	-40*	0%	1%	3	-25
CC1(C)C2([N+](=O)[O-])CN(CCO)CC1([N+](=O)[O-])CN(CCO)C2	2.0%	0	1	6%	17	-3%	2%	-1	-26
CC(NC(=O)[C@H](C)N1C(=O)N2CCc3c([nH]c4ccccc34)[C@@]2(C)C1=O)c1ccccc1 (stereo not given in full)	-0.2%	0	-1	-1%	-7	3%	-2%	2	-4
COc1ccc(S(=O)(=O)NC(CC(=O)NCC2CCCO2)c2ccco2)cc1 (stereo not given)	1.5%	7	-5	1%	-6	-6%	0%	2	12
Cc1cnc(C(=O)OCC(=O)NCCc2ccccc2)cn1	-2.8%	-1	-5	-10%	0	0%	0%	3	7
CN(CC(=O)NCCc1ccc(S(N)(=O)=O)cc1)Cc1c(F)cccc1Cl	1.0%	2	-8	-1%	-4	1%	-5%	4	18
CCOC(=O)c1sc(=S)n(CC)c1NC(=O)CC	-1.0%	0	-5	-3%	7	-5%	1%	0	-5
CN(C)c1ccc(C(=S)N2CCN(C(=S)Nc3cccc4ccccc34)CC2)cc1	-0.4%	14	-4	1%	-9	-4%	-1%	3	2
CC1=C(C(=O)OCC2CCCCC2)C(c2c(F)cccc2Cl)CC(=O)N1 (stereo not given)	0.2%	3	2	-4%	-8	-3%	-1%	2	11
CCN(CC)S(=O)(=O)c1ccc2[nH]cc(C(=O)NCCCN3CCCCC3)c(=O)c2c1	5.5%	-2	1	-14%	-5	-4%	4%	3	1
CC(=O)NCC1(O)CCCC(C)C1 (stereo not given)	-2.4%	-2	-6	1%	6	-2%	-3%	1	-6
CC1(c2ccc3c(c2)OCO3)NC(=O)N(CC(=O)c2ccc[nH]2)C1=O (stereo not given)	0.5%	-4	2	1%	34	-4%	0%	3	15

Overlap with the part before: 2 compounds, then new ones.
SMILES	RXFP1 agonist	D1 potentiator	LDHA block	Vif-APOBEC3F blk	D1 antagonist	Glioma ERSR ind	Vif-A3G inh	D1 ag	D2 potentiator
CC(=O)NCC1(O)CCCC(C)C1 (stereo not given)	-2.4%	-2	-6	1%	6	-2%	-3%	1	-6
CC1(c2ccc3c(c2)OCO3)NC(=O)N(CC(=O)c2ccc[nH]2)C1=O (stereo not given)	0.5%	-4	2	1%	34	-4%	0%	3	15
Cc1ccc(CNC(=O)c2cncc(Br)c2)cc1	0.4%	1	-16	0%	·	1%	5%	-1	-1
Cc1ccc(NC(=O)CCC(=O)c2ccc(Br)cc2)cc1	3.4%	-1	-2	9%	1	-2%	-5%	3	10
COc1cc(-c2nc(-c3cccc(C(F)(F)F)c3)no2)cc(OC)c1OC	0.4%	-3	3	-1%	-1	0%	1%	4	-1
O=C(CCS(=O)(=O)c1ccc(Cl)cc1)Nc1nnc(-c2ccco2)o1	-0.2%	1	2	-10%	7	11%	?	1	·
COC(=O)c1[nH]nc2c1C(=O)N(Cc1ccccc1)C2=O	-2.3%	0	-3	-14%	7	0%	1%	3	-7
COC(=O)c1ccccc1NC(=O)c1cncc(Br)c1	6.8%	1	4	1%	2	3%	0%	1	-3
O=C(CCS(=O)(=O)c1ccc(F)cc1)Nc1nnc(-c2ccc(F)cc2)o1	2.2%	-1	6	2%	-13	-4%	-24%	4	8
Cc1oc(-c2ccc(Cl)cc2)nc1CSCC(=O)NCCCN1CCOCC1	-0.3%	4	0	1%	4	0%	-1%	2	-7
COc1ccc(CCN2C(=O)CC(Cc3ccccc3)C2=O)cc1OC (stereo not given)	1.8%	-1	0	3%	-8	0%	2%	3	0
O=S(=O)(O)c1ccc(N=Nc2ccccc2)cc1	-2.0%	1	-4	16%	13	-3%	-1%	2	10
Cc1c(NC(=O)c2csc3c2CCCC3)c(=O)n(-c2ccccc2)n1C	0.0%	-8	-5	?	-1	-5%	-5%	0	·
Cc1nc2ccccn2c1C(=O)N/N=C/c1cc(C)n(-c2ccc(Cl)cc2)c1C	2.0%	-10	-1	-1%	12	-4%	6%	0	-4
CCCCCC(N)=O	1.6%	-1	-5	-4%	·	-2%&-5%	-5%	1	7

Not all compounds are listed (hit frequency here may not be typical).
